Bioassay records (PubChem)
BioA inh = M. tuberculosis BioA enzyme inhibitors, primary screen, biochemical, plate reader, single point, HTS | 7,8-diaminopelargonic acid synthase BioA (Mycobacterium tuberculosis) | purified M. tuberculosis BioA enzyme | inhibition, % at 9.99 µM | 360,000 compounds, 0.096% hits | AID 602481, 2012; in the data active means inhibition above about 40%
* = called active by the depositor.

`CN1C(=O)c2cc(NC(=O)Cc3cccs3)ccc2OC[C@@H]2O[C@H](CC(=O)NCCCN3CCOCC3)CC[C@@H]21` gave BioA inh -1.2.
C[C@@H]1CN([C@H](C)CO)C(=O)c2cc(NS(=O)(=O)c3cccs3)ccc2O[C@@H]1CN(C)C(=O)Nc1ccccc1 was read as BioA inh -2.2.
`N#C[C@H]1[C@H](c2ccc(C#Cc3ccccc3F)cc2)[C@@H](CO)N1C(=O)C1CCOCC1` gave BioA inh -1.0.
Cc1ccc(S(=O)(=O)N[C@H]2CC[C@H](CC(=O)NCCCN(C)C)O[C@@H]2CO)cc1 was read as BioA inh -0.9.
For C[C@@H]1CN([C@@H](C)CO)C(=O)c2cc(NC(=O)C3CCCCC3)ccc2O[C@H]1CN(C)S(=O)(=O)c1ccc(Cl)cc1 the results were BioA inh 0.2.
Screening O=C(C[C@@H]1C=C[C@H](NC(=O)Nc2ccc(F)cc2)[C@@H](CO)O1)NCc1cccc(F)c1 returned BioA inh -3.0.
`C[C@H]1CN([C@@H](C)CO)S(=O)(=O)c2ccc(-c3ccc(C(=O)N(C)C)cc3)cc2O[C@H]1CN(C)C(=O)C1CCOCC1` gave BioA inh -0.9.
`CCCNC(=O)C[C@H]1CC[C@@H]2[C@H](COc3ccc(NC(=O)c4ccc(OC)cc4)cc3C(=O)N2C)O1` gave BioA inh 5.9.
COc1ccc(NC(=O)Nc2ccc3c(c2)C(=O)N([C@H](C)CO)C[C@@H](C)[C@@H](CN(C)Cc2ccc(C(F)(F)F)cc2)OCCCC[C@H](C)O3)cc1 was read as BioA inh -1.1.
Screening COc1ccc(NC(=O)N(C)C[C@@H]2Oc3c(NC(=O)c4cc(C)nn4C)cccc3C(=O)N([C@@H](C)CO)C[C@H]2C)cc1 returned BioA inh 1.4.
C[C@@H]1CN([C@@H](C)CO)C(=O)Cc2cc(NS(C)(=O)=O)ccc2O[C@H]1CN(C)S(=O)(=O)c1ccc(F)cc1 was read as BioA inh 0.6.
`O=C(NCC[C@@H]1CC[C@H](NS(=O)(=O)c2cccc(Cl)c2)[C@H](CO)O1)c1cnccn1` gave BioA inh -1.0.
`COc1ccccc1C#Cc1cnc2c(c1)C(=O)N([C@@H](C)CO)C[C@H](C)[C@H](CN(C)C(C)=O)O2` gave BioA inh -1.8.
For C[C@@H]1CN([C@H](C)CO)C(=O)c2cc(NS(=O)(=O)c3ccccc3)ccc2O[C@@H](C)CCCCO[C@H]1CN(C)C(=O)Nc1ccccc1 the results were BioA inh 1.7.
CCO[C@H]1OC(C(=O)O)=C[C@@H](c2ccc(Br)cc2)[C@@H]1CCCO was read as BioA inh -0.7.
For C[C@H]1CN([C@@H](C)CO)S(=O)(=O)c2ccc(-c3ccc(F)cc3)cc2O[C@H]1CN(C)Cc1cccc(F)c1 the results were BioA inh -1.4.
Screening C[C@@H]1CN([C@@H](C)CO)C(=O)c2cccc(NS(C)(=O)=O)c2O[C@@H]1CN(C)CC1CC1 returned BioA inh -2.7.
Screening CN(C)CCCNC(=O)C[C@H]1C=C[C@@H](NC(=O)c2ccccc2F)[C@@H](CO)O1 returned BioA inh 0.6.
Screening CN1c2ccc(Br)cc2[C@H]2[C@H](CCN2C(=O)C2CCCCC2)[C@@H]1CO returned BioA inh 5.0.
Screening C[C@@H]1CCCCO[C@@H](CN(C)Cc2ccc3c(c2)OCO3)[C@H](C)CN([C@@H](C)CO)C(=O)c2cc(NC(=O)NC3CCCCC3)ccc2O1 returned BioA inh -0.4.
Screening C[C@H](CO)N1C[C@H](C)[C@H](CN(C)Cc2ccc(Cl)c(Cl)c2)Oc2c(NC(=O)NC3CCCCC3)cccc2C1=O returned BioA inh -2.7.
For COCC#Cc1ccc([C@H]2[C@@H](CO)N3CCCCN(Cc4cccnc4)C[C@H]23)cc1 the results were BioA inh 4.8.
COc1ccc(NC(=O)Nc2ccc3c(c2)C(=O)N([C@@H](C)CO)C[C@H](C)[C@@H](CN(C)S(=O)(=O)c2ccc(F)cc2)O3)cc1 was read as BioA inh -0.7.
For C[C@H](CO)N1C[C@H](C)[C@@H](CN(C)C)Oc2ccc(NC(=O)C3CC3)cc2CC1=O the results were BioA inh -1.9.
`C[C@H](O)C#Cc1ccc2c(c1)O[C@H](CN(C)Cc1ccccc1)[C@H](C)CN([C@@H](C)CO)S2(=O)=O` gave BioA inh 0.9.
CN1[C@@H]2c3ccc(-c4cccc(F)c4)c(=O)n3C[C@H]1[C@H](CO)[C@H]2C(=O)NCc1ccccc1 was read as BioA inh 3.2.
For O=C(O)C[C@@H]1C=C[C@@H](NC(=O)c2ccccc2F)[C@@H](CO)O1 the results were BioA inh -0.4.
For CCCNC(=O)[C@@H]1[C@@H](CO)[C@@H]2Cn3c(cccc3=O)[C@@H]2N1CCC(F)(F)F the results were BioA inh -3.2.
For CN(C)CC#Cc1ccc([C@H]2[C@@H](CO)N3CCCCN(C(=O)C4CCCC4)C[C@H]23)cc1 the results were BioA inh 8.2.
Screening C[C@@H]1CN([C@@H](C)CO)C(=O)Cc2cc(NC(=O)C3CC3)ccc2O[C@@H]1CN(C)Cc1ccc(Cl)c(Cl)c1 returned BioA inh 0.0.
For Cc1noc(C)c1NC(=O)Nc1ccc2c(c1)C(=O)N([C@@H](C)CO)C[C@@H](C)[C@@H](CN(C)Cc1ccc(Oc3ccccc3)cc1)O2 the results were BioA inh -1.4.
`C[C@@H]1CN([C@H](C)CO)C(=O)c2cc(NC(=O)Cc3ccccc3)ccc2O[C@@H](C)CCCCO[C@@H]1CN(C)S(=O)(=O)c1cn(C)cn1` gave BioA inh 0.2.
Screening Cc1ccc(S(=O)(=O)N[C@H]2CC[C@@H](CC(=O)N3CCc4ccccc4C3)O[C@H]2CO)cc1 returned BioA inh 1.3.
Screening C[C@H](CO)N1C[C@H](C)[C@@H](CN(C)S(=O)(=O)c2ccc(Cl)cc2)Oc2c(NC(=O)C3CC3)cccc2C1=O returned BioA inh -2.7.
CC(C)CC#Cc1ccc2c(c1)O[C@H](CN(C)Cc1ccccc1F)[C@H](C)CN([C@@H](C)CO)S2(=O)=O was read as BioA inh -2.3.
Screening C[C@H](CO)N1C[C@H](C)[C@H](CN(C)Cc2ccccc2)Oc2cc(C#C[C@@H](C)O)ccc2S1(=O)=O returned BioA inh 3.6.
C[C@H](CO)N1C[C@H](C)[C@@H](CN(C)C(=O)c2ccccc2F)Oc2ncc(C#Cc3ccncc3)cc2C1=O was read as BioA inh -1.6.
COc1ccc(S(=O)(=O)Nc2ccc3c(c2)C(=O)N([C@H](C)CO)C[C@H](C)[C@H](CN(C)C(=O)Nc2ccc(C(F)(F)F)cc2)OCCCC[C@H](C)O3)cc1 was read as BioA inh -1.1.
O=S(=O)(c1ccccc1F)N1CCCCN2[C@H](CO)[C@H](c3ccc(-c4ccccc4)cc3)[C@@H]2C1 was read as BioA inh 3.2.
For CO[C@@H]1CN(C)C(=O)c2ccc(NS(=O)(=O)CC(F)(F)F)cc2OC[C@H](C)N(C(=O)c2ccc3c(c2)OCO3)C[C@H]1C the results were BioA inh -3.6.
Screening COc1cccc(S(=O)(=O)N2CCCCN3[C@H](CO)[C@@H](c4ccc(-c5cccnc5)cc4)[C@H]3C2)c1 returned BioA inh 12.
Cc1cc(C(=O)Nc2cccc3c2O[C@H](CN(C)Cc2ccc(C(=O)O)cc2)[C@H](C)CN([C@@H](C)CO)C3=O)n(C)n1 was read as BioA inh -4.4.
For C[C@H](CO)N1C[C@H](C)[C@H](CN(C)C(=O)NC2CCCCC2)Oc2ccc(NS(C)(=O)=O)cc2CC1=O the results were BioA inh -0.8.
For O=C(C[C@H]1CC[C@@H]2[C@H](COC[C@H](O)CN2Cc2ccccc2F)O1)NCc1ccccc1F the results were BioA inh -2.1.
Screening C[C@@H]1CN([C@@H](C)CO)S(=O)(=O)c2ccc(-c3ccccc3)cc2O[C@H]1CN(C)C(=O)CC1CC1 returned BioA inh 4.7.
`COc1ccc(NC(=O)Nc2ccc3c(c2)C(=O)N([C@@H](C)CO)C[C@H](C)[C@@H](CN(C)C(=O)CCC(F)(F)F)OCCCC[C@H](C)O3)cc1` gave BioA inh -0.1.
C[C@@H]1CN([C@H](C)CO)C(=O)c2cc(NC(=O)Nc3ccccc3)ccc2O[C@@H](C)CCCCO[C@H]1CN(C)S(=O)(=O)c1cn(C)cn1 was read as BioA inh 0.2.
Screening CO[C@@H]1CN(C)C(=O)c2cc(C#N)ccc2OC[C@H]2O[C@H](CC[C@H]2OC)CCN(C)C(=O)[C@H]1C returned BioA inh -2.7.
`C[C@@H]1CN([C@H](C)CO)C(=O)c2cc(NC(=O)Cc3cn(C)c4ccccc34)ccc2O[C@@H]1CN(C)S(C)(=O)=O` gave BioA inh 1.1.
Screening CC(C)c1cn(CC[C@@H]2CC[C@@H](NS(=O)(=O)c3ccc(F)cc3)[C@@H](CO)O2)nn1 returned BioA inh -3.2.
COc1ccc(-c2ccc3c(c2)[C@@H]2[C@@H](CCN2S(=O)(=O)c2ccccc2F)[C@@H](CO)N3C)cc1 was read as BioA inh 2.5.
`O=C(c1ccccc1)N1CC[C@@H]2[C@H]1c1cc(C#Cc3cccnc3)ccc1N[C@@H]2CO` gave BioA inh 2.4.
For CCC(=O)Nc1ccc2c(c1)C(=O)N(C)[C@H]1CC[C@@H](CC(=O)NCc3ccccc3Cl)O[C@@H]1CO2 the results were BioA inh 1.4.
Screening COC(=O)C[C@@H]1CC[C@@H]2[C@H](COc3ccc(NC(=O)c4ccccc4F)cc3C(=O)N2C)O1 returned BioA inh 2.5.
CC(C)C(=O)Nc1ccc2c(c1)C(=O)N(C)[C@H]1CC[C@H](CC(=O)NCc3cccc(F)c3)O[C@@H]1CO2 was read as BioA inh -4.0.
Screening CO[C@H]1CN(C)C(=O)c2cc(NC(C)=O)ccc2OC[C@H](C)N(C(=O)c2cnccn2)C[C@@H]1C returned BioA inh 1.5.
For COCC#Cc1ccc2c(c1)O[C@@H](CN(C)Cc1ccccn1)[C@H](C)CN([C@H](C)CO)S2(=O)=O the results were BioA inh -2.0.
Screening C[C@@H]1CN([C@@H](C)CO)C(=O)c2cc(C#CCN(C)C)cnc2O[C@@H]1CN(C)C(=O)Cc1ccncc1 returned BioA inh -2.1.
`COCC#Cc1cnc2c(c1)C(=O)N([C@@H](C)CO)C[C@@H](C)[C@@H](CN(C)S(C)(=O)=O)O2` gave BioA inh -1.0.
For CS(=O)(=O)N1CCCCN2[C@H](CO)[C@H](c3ccc(Br)cc3)[C@@H]2C1 the results were BioA inh -7.1.

Structural class, the entries above containing a Cl atom (6)
For C[C@@H]1CN([C@@H](C)CO)C(=O)c2cc(NC(=O)C3CCCCC3)ccc2O[C@H]1CN(C)S(=O)(=O)c1ccc(Cl)cc1 the results were BioA inh 0.2.
`O=C(NCC[C@@H]1CC[C@H](NS(=O)(=O)c2cccc(Cl)c2)[C@H](CO)O1)c1cnccn1` gave BioA inh -1.0.
Screening C[C@H](CO)N1C[C@H](C)[C@H](CN(C)Cc2ccc(Cl)c(Cl)c2)Oc2c(NC(=O)NC3CCCCC3)cccc2C1=O returned BioA inh -2.7.
Screening C[C@@H]1CN([C@@H](C)CO)C(=O)Cc2cc(NC(=O)C3CC3)ccc2O[C@@H]1CN(C)Cc1ccc(Cl)c(Cl)c1 returned BioA inh 0.0.
Screening C[C@H](CO)N1C[C@H](C)[C@@H](CN(C)S(=O)(=O)c2ccc(Cl)cc2)Oc2c(NC(=O)C3CC3)cccc2C1=O returned BioA inh -2.7.
For CCC(=O)Nc1ccc2c(c1)C(=O)N(C)[C@H]1CC[C@@H](CC(=O)NCc3ccccc3Cl)O[C@@H]1CO2 the results were BioA inh 1.4.

The results go on:
For O=C(NC[C@H]1[C@H](c2ccccc2)[C@H](CO)N1C(=O)C1CCC1)NC1CCCC1 the results were BioA inh 3.4.
C[C@H](O)C#Cc1ccc2c(c1)O[C@H](CN(C)C(=O)c1ccccc1)[C@H](C)CN([C@H](C)CO)S2(=O)=O was read as BioA inh 0.9.
For CCCC#Cc1ccc2c(c1)O[C@@H](CN(C)C(C)=O)[C@@H](C)CN([C@H](C)CO)S2(=O)=O the results were BioA inh -1.3.
`CN(C)C(=O)C[C@@H]1CC[C@@H]2[C@@H](COc3ccc(NC(=O)c4ccc(F)cc4)cc3C(=O)N2C)O1` gave BioA inh 0.4.
`COc1ccc(CN(C)C[C@@H]2OCCCC[C@H](C)Oc3ccc(NS(=O)(=O)c4ccc(Cl)cc4)cc3C(=O)N([C@@H](C)CO)C[C@H]2C)cc1` gave BioA inh -2.0.
Screening Cc1noc(C)c1S(=O)(=O)Nc1ccc2c(c1)C(=O)N([C@H](C)CO)C[C@@H](C)[C@@H](CN(C)C)O2 returned BioA inh -2.6.
Screening C[C@@H]1CCCCO[C@@H](CN(C)C(=O)Nc2ccc(F)cc2)[C@H](C)CN([C@H](C)CO)C(=O)c2cc(NC(=O)c3ccncc3)ccc2O1 returned BioA inh 0.1.
For Cc1noc(C)c1S(=O)(=O)Nc1ccc2c(c1)C(=O)N([C@H](C)CO)C[C@@H](C)[C@H](CN(C)Cc1ccccc1)OCCCC[C@@H](C)O2 the results were BioA inh 0.6.
Screening O=C(Nc1ccccc1)N1CCCCN2[C@@H](CO)[C@@H](c3ccc(C#Cc4ccccc4)cc3)[C@@H]2C1 returned BioA inh -3.5.

These rows are one share of the data; rates above refer to the full screens.
